Source: PubChem BioAssay (The Scripps Research Institute Molecular Screening Center)
TbREL1 primary – TbREL1 RNA ligase inhibitors, primary screen, biochemical, FRET fluorescence; TbREL1 RNA ligation; AID 1117264, 2014; hit rate 0.49% among 89,000; inhibition, % at 9.66 µM;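 active = inhibition above the mean inhibition across all screened compounds plus 3 SD, cut at about 11% in these data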;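 also: 0% = plate median of test wells and 100% = NSC42067 control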
Target sequence (P86926 whole entry, looked up): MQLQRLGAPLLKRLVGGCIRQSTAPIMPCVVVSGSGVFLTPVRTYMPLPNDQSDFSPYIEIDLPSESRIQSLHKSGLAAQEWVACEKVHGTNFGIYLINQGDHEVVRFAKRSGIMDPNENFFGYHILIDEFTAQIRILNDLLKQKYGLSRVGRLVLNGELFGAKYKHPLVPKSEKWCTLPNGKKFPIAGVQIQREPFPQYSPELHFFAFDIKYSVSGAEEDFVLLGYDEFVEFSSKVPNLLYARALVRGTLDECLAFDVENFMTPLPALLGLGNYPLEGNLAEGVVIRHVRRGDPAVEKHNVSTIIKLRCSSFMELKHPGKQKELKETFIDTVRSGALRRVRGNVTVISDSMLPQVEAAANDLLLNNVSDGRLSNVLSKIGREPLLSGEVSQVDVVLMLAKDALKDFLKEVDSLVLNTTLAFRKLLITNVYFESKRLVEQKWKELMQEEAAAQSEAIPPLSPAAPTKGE
* = called active by the depositor. A portion of the library; the hit share may differ from the screen's.

Structure,TbREL1 primary
c1cn(CC2(Cn3ccnc3)COC2)cn1,1
Cc1ccc2nc(Nc3ccccc3)c(/C=N/O)c(=O)n2c1,4
COc1cccc(OC)c1C(=O)NNC(=O)c1cccnc1,-1
O=C(O)c1ccc(CSc2nnc(-c3ccco3)o2)cc1,0
O=C(Nc1ccc(F)cc1)C(c1cccc(F)c1)N1CCN(c2cccc(C(F)(F)F)n2)CC1 (stereo not given),4
C=C1CCN([C@@H](CC(C)C)C(=O)NCc2ccc(Cl)c(Cl)c2)S(=O)(=O)c2ccccc21,0
Cc1noc(C)c1S(=O)(=O)N1CCCC(C(=O)N2CCc3ccccc3C2)C1 (stereo not given),-2
COc1cc(OC)c(-c2c3cc(O)c(=O)cc-3oc3cc(O)c(O)cc23)cc1OC,20*
Clc1ccc(OCCCCSc2ncccn2)cc1,-5
O=C1N[C@@H](Cc2c[nH]c3ccccc23)COC(=O)[C@@H](Cc2ccc(F)cc2)CC/C=C/C[C@@H]1CC(=O)N(CCO)Cc1ccccc1,-6
C[C@H](CO)N1C[C@H](C)[C@@H](CN(C)C(=O)Nc2cccc3ccccc23)OCCCC[C@H](C)Oc2ccc(NS(=O)(=O)c3cn(C)cn3)cc2C1=O,-4
COc1ccc(OCc2nc3ccc(S(=O)(=O)Nc4ccccc4Cl)cc3[nH]2)cc1,-3
CC(=O)N/N=C\c1cccc(OC/C=C/c2ccccc2)c1,-1
CC1(C(=O)NS(=O)(=O)Cc2cccc(Cl)c2)CCN1C(=O)Cc1cccs1 (stereo not given),3
O=C(CSCC(=O)Nc1ccc2ccccc2c1)NCc1ccccc1,-1
O=C1NC(Cc2ccccc2)c2nc3ccc(Cl)cc3c(=O)n2-c2ccccc21 (stereo not given),5
C[C@@H]1CN(c2ccc(N3CCN(C(=O)OC(C)(C)C)C[C@H]3C)cc2C#N)C[C@H](C)O1,-7
CN(C(=O)CNC(=O)c1ccc(Br)o1)C1CCCCC1,-1
CCOC(=O)N1CCN(C(=O)c2cc(C)no2)CC1,2
CCOC(=O)Nc1ccc(S(=O)(=O)NC2CCCCC2)cc1,-2
O=S(=O)(c1cccc(-c2nnc3n2CCCCC3)c1)N1CCCC1,1
O=C(c1cnn(C(=O)COc2ccccc2F)c1)c1cc(F)ccc1O,0
NC(=O)COC(=O)CCCc1nc2ccccc2s1,3
Cc1ccc(OCCC(=O)Nc2cc(S(=O)(=O)N3CCOCC3)ccc2N2CCCC2)cc1,1

A run of entries taken from the entries so far:
Structure,TbREL1 primary
O=S(=O)(c1cccc(-c2nnc3n2CCCCC3)c1)N1CCCC1,1
O=C(c1cnn(C(=O)COc2ccccc2F)c1)c1cc(F)ccc1O,0
NC(=O)COC(=O)CCCc1nc2ccccc2s1,3
Cc1ccc(OCCC(=O)Nc2cc(S(=O)(=O)N3CCOCC3)ccc2N2CCCC2)cc1,1

Continued:
Structure,TbREL1 primary
CC(C)(C)OC(=O)NCc1ccc(CNC(=O)c2[nH]cnc2C(=O)NCC(=O)OCc2ccccc2)cc1,-1
Cc1cc(C)cc(-n2c3nc4ccccc4nc3c3c(=O)n(Cc4ccco4)cnc32)c1,3
COC(=O)C1=C(C(=O)OC)C2C(C)=CC(C)=CN2C(C(=O)OC)=C1C(=O)OC (stereo not given),2
Cc1cc(O)cc(=O)n1-c1cc(C(F)(F)F)cc(C(F)(F)F)c1,-3
O=C(NCCCn1ccnc1)c1sc2cc([N+](=O)[O-])ccc2c1Cl,1
C=CCSc1nc(N2CCOCC2)c2c(c1C#N)CC(C)(C)N(C)C2,0
COc1ccccc1C(CNc1ccc(S(=O)(=O)N2CCCC2)cc1[N+](=O)[O-])N(C)C (stereo not given),-1
Cc1cc(C)c(C(=O)CN2C(=O)NC3(CCCCC3)C2=O)cc1C,-1
Cc1c(C(=O)NCc2cccc([N+](=O)[O-])c2)sc(=O)n1Cc1ccccc1F,6
COc1ccccc1N1CCN(CC(O)COc2ccc(S(=O)(=O)N3CCOCC3)cc2)CC1 (stereo not given),5
COC(=O)N/N=C(\C)c1ccc(OC(F)F)cc1,4
Cc1nn(C)c(C)c1S(=O)(=O)N1CCCC(C(=O)NC2CCCCCC2)C1 (stereo not given),-1

Some of these compounds in order of the TbREL1 primary value, high to low:
molecule | TbREL1 primary
COC(=O)N/N=C(\C)c1ccc(OC(F)F)cc1 | 4
Cc1cc(C)cc(-n2c3nc4ccccc4nc3c3c(=O)n(Cc4ccco4)cnc32)c1 | 3
COC(=O)C1=C(C(=O)OC)C2C(C)=CC(C)=CN2C(C(=O)OC)=C1C(=O)OC (stereo not given) | 2
C=CCSc1nc(N2CCOCC2)c2c(c1C#N)CC(C)(C)N(C)C2 | 0
Cc1cc(C)c(C(=O)CN2C(=O)NC3(CCCCC3)C2=O)cc1C | -1
Cc1cc(O)cc(=O)n1-c1cc(C(F)(F)F)cc(C(F)(F)F)c1 | -3

(more compounds)
Structure,TbREL1 primary
CC1CCN(C(=O)/C(=C\c2cccs2)NC(=O)c2ccccc2)CC1,-3
Cc1cc(Cl)ccc1OCC(=O)OCC(=O)N1CCC(C(N)=O)CC1,-1
Cc1cc(NC(=O)Cn2cc(C(F)(F)F)cc(Cl)c2=O)no1,-2
COC(=O)C1=CN(C)C=C(C(=O)OC)C1c1ccccc1Cl,1
Cc1ccc(C)c(C(=O)CN2C(=O)NC3(CCC(C)CC3)C2=O)c1 (stereo not given),-2
CCC(Oc1ccccc1)C(=O)Nc1nc2c(s1)C(=O)CC(C)(C)C2 (stereo not given),1
CC(=O)N1CCN(c2cccc(C)c2C)CC1,3
CSc1cc(-c2ccccc2)n(Cc2ccccc2Cl)c(=O)c1C#N,0
Nc1ccn([C@@H]2O[C@H](C(=O)N[C@H](Cc3ccccc3)C(=O)NCC(=O)N3CCOCC3)[C@@H](O)[C@H]2O)c(=O)n1,-1
CN1CCN(S(=O)(=O)c2ccc(NC(=O)COc3ccccc3Cl)cc2)CC1,0
O=C(CN1c2ccccc2Sc2ccccc21)N/N=C/c1ccc(Cl)cc1,-3
COc1cc2[nH]c(-c3cccc(F)c3)cc(=O)c2cc1OC,0
O=C(c1ccc(Cl)cc1)C1CCN(c2ncnc3sccc23)CC1,7
O=C(O)C(SC(C(=O)O)c1ccccc1)c1ccccc1 (stereo not given),9
COc1ccc(C2C(C(=O)Nc3cc(OC)ccc3OC)CCC(=O)N2c2ccc(OC)cc2)cc1 (stereo not given),-2
CCCC1C2C(=O)N(c3cccc(C)c3)C(=O)C2ON1c1ccccc1 (stereo not given),2
COc1ccc(C(=O)OC/C(O)=C(\C#N)c2nc3ccccc3[nH]2)cc1S(=O)(=O)N1CCOCC1,2
CSc1nccn1CC(=O)Nc1ccc(F)cc1,2
S=C(NCC1CCCO1)Nc1ccc(Cl)cc1Cl (stereo not given),3
CCN(CC)S(=O)(=O)c1cccc(N=Nc2c(O)c3ccccc3oc2=O)c1,1
O=c1c2c(ncn2C2CCCC2)n(Cc2ccccc2)c(=O)n1CCOc1ccc(Br)cc1,2
O=C(CN1C(=O)C2CCCCN2C(=O)c2ccccc21)N1CCCC1 (stereo not given),0
Cc1csc(SCC(=O)Nc2ccc(Cl)cn2)n1,0
CNCc1ccccc1OCC(=O)Nc1ccccc1,3

Next section; it opens with the 2 that closed the last part.
molecule	TbREL1 primary
Cc1csc(SCC(=O)Nc2ccc(Cl)cn2)n1	0
CNCc1ccccc1OCC(=O)Nc1ccccc1	3
O=C(CCN1C(=O)c2ccccc2C1=O)Nc1ccccc1C(F)(F)F	-3
COc1ccc(C(=O)Nc2ccc3c(c2)OCCO3)cc1[N+](=O)[O-]	-3
Cn1c(SCC(=O)NCc2ccc(F)cc2)ncc(C(=O)Nc2ccccc2)c1=O	0
CCOC(=O)Cc1csc(NC(=S)NC(=O)C(C)(C)C)n1	-3
COCCNc1nc(-c2cc3ccccc3o2)cs1	-1
COc1ccc2cc(S(=O)(=O)N3CCCC3)ccc2c1	1
CC(NS(=O)(=O)c1cc2c3c(c1)CCC(=O)N3CCC2)c1ccccc1 (stereo not given)	-1
Oc1ccccc1C1=Nc2ncnn2C(c2ccc(F)cc2)C1 (stereo not given)	-1
Cc1ccc(C(=O)NN2CCOCC2)cc1[N+](=O)[O-]	6
C[C@@H]1CN([C@@H](C)CO)C(=O)CCCn2nncc2CO[C@@H]1CN(C)C(=O)NC1CCCCC1	-2
O=C(Nc1ccon1)c1ccc(Br)s1	1
CSc1ccc(CN(C)CC(=O)Nc2ccccc2C(=O)NC2CC2)cc1	-2
O=C(OCCCN=C1NS(=O)(=O)c2ccccc21)c1ccccc1F	1
CCCCC1Cc2[nH][nH]c(=O)c2C(c2ccc(Cl)cc2)O1 (stereo not given)	-4
CCc1ccc(NC(=O)N(CCCN2CCOCC2)Cc2cccs2)cc1	4
COc1ccc(-n2nc(C(=O)NCc3ccco3)c3c4ccccc4n(C)c3c2=O)cc1Cl	1
COc1ccc(OC)c(NC(=O)c2nnn(Cc3ccc(Br)cc3F)c2N)c1	1
O=C(Nc1cc(C(F)(F)F)ccc1F)C1CCCC1	-3
Cc1ccccc1C(=O)NC1CCCCN(C)C1=O (stereo not given)	0
C=CCn1c(=N)n(CC(O)c2ccco2)c2ccccc21 (stereo not given)	3
CCCCOc1cccc(C(=O)N(Cc2ccccc2)C2CCS(=O)(=O)C2)c1 (stereo not given)	1
O=C(NC1CCCc2ccccc21)C1CCC(CNS(=O)(=O)c2cccc3nsnc23)CC1 (stereo not given)	-2
O=C(Nc1ccc(F)cc1)c1ccc2c(c1)S(=O)(=O)N=C1CCCCCN12	1
COc1cccc(C=Nc2ccccc2C(=O)Nc2nccs2)c1OC	0
CCCCOc1ccccc1NC(=O)CC1SC(=NCC)N(CC)C1=O (stereo not given)	-1
O=S(=O)(NCC1CCCO1)c1cccc(C(F)(F)F)c1 (stereo not given)	-2
Cc1cc(C)cc(NC(=O)NN2C(C)CCCC2C)c1 (stereo not given)	-1
CCOCCn1c(CN2CCN(c3ccccc3)CC2)nc2c1c(=O)n(C)c(=O)n2C	-8
O=C(COc1ccc(Br)cc1)N1CCN(S(=O)(=O)/C=C/c2ccccc2)CC1	-2
CCOc1ccc(NC(=O)C(CC)NC(=O)c2ccccc2CO)cc1 (stereo not given)	2
COc1ccc(-c2ccc(OC)c([C@H]3[C@H]4C=CC[C@@H](C)[C@@H]4C(=O)N3Cc3ccccc3)c2)cc1OC	-1
Cc1cc(C(=O)CSc2nnc(Nc3ccccc3F)s2)c(C)n1CC1CCCO1 (stereo not given)	-4
COc1ccc(-c2cc(-c3cc(C)ccc3O)[nH]n2)cc1	9
Cn1cccc1C1C=C(c2ccc(C(C)(C)C)cc2)Nc2ncnn21 (stereo not given)	0
O=C(CN1C(=O)CCC1=O)Nc1nc(-c2ccc(Cl)s2)cs1	0
CC(=O)Nc1ccc(NC(=O)Cn2ccc([N+](=O)[O-])n2)cc1	1
Cc1ccc(N2CCN(CCc3nc4cc(NC(=O)c5ccco5)ccc4n3C)CC2)cc1	3
CC(OC(=O)CN(C)S(=O)(=O)c1ccc(Cl)cc1)C(=O)Nc1cccc(Cl)c1 (stereo not given)	-1
CCc1c(C2(O)CCCCC2)[nH]c2ccc(C(=O)OC)cc12	0
O=C(N/N=C/c1cn[nH]c1-c1ccc(F)cc1)c1ccncc1	0
Cc1ccc(NC(=O)Nc2ccc3c(c2)C(=O)OC3)cc1Cl	1
COc1ccccc1N(C)S(=O)(=O)c1ccc(C(=O)OCC(=O)Nc2ccc(C(N)=O)cc2)cc1	5
Cc1ccc(C(=O)NCCNC(=O)COc2ccccc2Cl)cn1	1
Cc1ccc(CN2CCCCC(NC(=O)c3cccc([N+](=O)[O-])c3)C2=O)cc1 (stereo not given)	-2
COC(=O)c1ccccc1COc1cccn2c(N(C)Cc3cccs3)c(C)nc12	1
CN(C(=O)c1ccc(NC(=O)Cc2cccc(NC(=O)C3CCCN(C(=O)C4CC4)C3)c2)cc1)C1CCCC1 (stereo not given)	0
O=C(C1CCN(Cc2cc(Cl)ccc2O)CC1)N1CCN(Cc2ccccc2)CC1	-3
Cc1ccc(NC(=O)CCc2c(C)nc3ncnn3c2C)cc1	2
CCCCNC(=O)C1C2C=CC3(CN(Cc4ccccc4Cl)C(=O)C13)O2 (stereo not given)	-3
C=CCNC(=O)C12CCC(C)(C(=O)C1Br)C2(C)C (stereo not given)	2
Cc1cc(C)n(CC(=O)N/N=C/c2ccco2)n1	1
COc1cccc(-c2csc(NC(=O)C3CC3)n2)c1	-3
O=C(N/N=C/c1ccc[nH]1)c1ccc2c(c1)OCO2	2
CCOC(=O)CN1C(=O)C(=O)c2cccc(C)c21	0
COC(=O)C1=C(C)N(Cc2ccccc2C(F)(F)F)C(=NCc2cccc(C(F)(F)F)c2)NC1c1ccc(C(F)(F)F)cc1 (stereo not given)	18*
COc1cccc(C2CC(C(F)(F)F)n3ncc(C(=O)NCC4CCCO4)c3N2)c1 (stereo not given)	-1
Cn1c(N)c(C(=O)c2ccccc2)c(=O)n(C)c1=O	1
NNC(=O)c1oc2nc(-c3ccccc3)cc(-c3ccco3)c2c1N	1
Cc1ccc(C)c(OCCC(=O)OCC(=O)N(C)c2c(N)n(Cc3ccccc3)c(=O)[nH]c2=O)c1	-1
CCCCCn1nc(C)c2c(C)cc(=O)[nH]c21	-2

Going on with the list.
molecule	TbREL1 primary
O=[N+]([O-])c1cccc(-c2nnn(C34CC5CC(CC(C5)C3)C4)n2)c1	6
CC1CCN(Cc2c(C(=O)N/N=C/c3cccc(C(F)(F)F)c3)nnn2-c2nonc2N)CC1	-3
CC1CN(C(=O)COC(=O)c2ccc(S(=O)(=O)N(C)C)cc2)CC(C)O1 (stereo not given)	-1
O=C(COC(=O)c1ccccn1)NNC(=O)c1ccc([N+](=O)[O-])cc1	3
Cn1cc(C(=O)C(=O)N2CCc3ccccc32)c2ccccc21	0
